Compound activity as filed in PubChem.
NPYLR7 ag: activates Aedes aegypti NPYLR7 receptor; HEK293T NPYLR7/Galpha15, GCaMP6s calcium fluorescence; activation, % at 10 µM; 0.15% of 270,000 active; AID 1259423; in the data active = activation above about 40%;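 note: 0% = vehicle and 100% = reference agonist at the receptor; some compounds past the cut are filed as inactive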
hcGAS lum: human cGAS inhibition. recombinant h-cGAS, ATP depletion, Kinase-Glo luminescence. inhibition, % at 12.5 µM. 0.081% of 290,000 active. AID 1259398;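 note: 0% = vehicle reaction and 100% = reaction without DNA for no activity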
Target sequence (Q8N884 whole entry, looked up): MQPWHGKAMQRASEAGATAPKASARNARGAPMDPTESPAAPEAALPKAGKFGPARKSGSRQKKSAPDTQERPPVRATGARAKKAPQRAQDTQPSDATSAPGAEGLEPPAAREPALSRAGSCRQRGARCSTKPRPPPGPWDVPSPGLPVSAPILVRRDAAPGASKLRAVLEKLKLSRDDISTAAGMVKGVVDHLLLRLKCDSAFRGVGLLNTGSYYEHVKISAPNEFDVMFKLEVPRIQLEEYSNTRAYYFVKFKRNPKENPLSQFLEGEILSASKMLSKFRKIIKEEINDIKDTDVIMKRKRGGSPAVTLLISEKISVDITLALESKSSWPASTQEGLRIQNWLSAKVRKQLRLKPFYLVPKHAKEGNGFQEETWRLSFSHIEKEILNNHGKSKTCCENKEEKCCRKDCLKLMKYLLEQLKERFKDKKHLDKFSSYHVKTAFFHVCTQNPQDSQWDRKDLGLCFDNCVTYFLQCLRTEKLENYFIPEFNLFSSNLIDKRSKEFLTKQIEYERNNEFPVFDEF
mcGAS inh: blocks mouse cGAS activity; Q8C6L5; recombinant cGAS, Kinase-Glo ATP depletion luminescence; inhibition, % at 12.5 µM; 0.15% of 160,000 active; AID 1259399;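 note: 0% = negative control wells and 100% = reference inhibitor with no enzyme activity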
* marks the source's active call; other numbers are inactive results; x = no result given; & = joins results of further samples. Cut-off read from the data, not from the text of the source, unless noted: active = inhibition above about 40%; inactive = the rest.

1) CSc1nn(CN2CCN(c3ccccn3)CC2)c(=S)s1
2) CCCCCn1c(SCC(N)=O)nc2c1c(=O)[nH]c(=O)n2C
3) CC(=NN1CCN(Cc2ccc(C)cc2C)CC1)c1ccc(Cl)cc1
4) CC(O)CN1CCN(C(=O)c2ccc(-n3ccnc3)cc2)CC1 (configuration not stated)
5) Cn1cnc(-c2ccccc2)c1-c1ccc(-n2cncn2)cc1
6) COCC(=O)Nc1c(-c2ccccc2C)nc2cc(C)ccn12
7) C/C=C(\C)C(=O)NCC1Cc2cccc(-c3ncccn3)c2O1 (configuration not stated)
8) CC1CC(C)CN(C(=O)C(C)N2CCCC(C(=O)N3CCCC3)C2)C1 (configuration not stated)

| compound no. | 1 | 2 | 3 | 4 | 5 | 6 | 7 | 8 |
| --- | --- | --- | --- | --- | --- | --- | --- | --- |
| NPYLR7 ag | -2 | 0 | 1 | 4 | 4 | -2 | 28 | 6 |
| hcGAS lum | 2 | -3 | -4 | -7 | -5 | -3 | -7 | -4 |
| mcGAS inh | x | x | -8 | -6 | -18 | -7 | -11 | -16 |

In the list so far, 4 contain four or more nitrogen atoms.
1) CSc1nn(CN2CCN(c3ccccn3)CC2)c(=S)s1
2) CCCCCn1c(SCC(N)=O)nc2c1c(=O)[nH]c(=O)n2C
4) CC(O)CN1CCN(C(=O)c2ccc(-n3ccnc3)cc2)CC1 (configuration not stated)
5) Cn1cnc(-c2ccccc2)c1-c1ccc(-n2cncn2)cc1

| compound no. | 1 | 2 | 4 | 5 |
| --- | --- | --- | --- | --- |
| NPYLR7 ag | -2 | 0 | 4 | 4 |
| hcGAS lum | 2 | -3 | -7 | -5 |
| mcGAS inh | x | x | -6 | -18 |

Continued:
9) COc1cc(OC)cc(C(=O)N2CCCC(C(=O)NC3CCCC[C@H]3NC(=O)c3ccc(F)cc3)C2)c1 (some centres not stated)
10) Cc1ccccc1-n1nc(CC(C)C)c(C(=O)NCc2ccccn2)c1C
11) CCC(C)Nc1nnc(SC2CCCCNC2=O)s1 (configuration not stated)
12) COC(=O)c1c(C)nsc1NC(=O)N1CCCC(CNC(N)=O)C1 (configuration not stated)
13) CC(C)(C)NC(=O)CSc1nc2ccccc2c(=O)n1CCCO
14) CCc1nc2c(OCc3cccc(OC)c3)cccn2c1N(C)C(=O)c1ccncc1
15) CCCCN(Cc1cccn1Cc1ccc(Br)cc1)C(=O)CN(CCOC)C(=O)c1cc(C(F)(F)F)cc(C(F)(F)F)c1
16) O=C(COc1ccccc1-c1ccccc1)NCC1(N2CCOCC2)CCCCC1

| compound no. | 9 | 10 | 11 | 12 | 13 | 14 | 15 | 16 |
| --- | --- | --- | --- | --- | --- | --- | --- | --- |
| NPYLR7 ag | 4 | -6 | -5 | 1 | -5 | -5 | 1 | 2 |
| hcGAS lum | 0 | 1 | -4 | 8 | -5 | -2 | -7 | -3 |
| mcGAS inh | 1 | -3 | x | x | x | -6 | -4 | x |

17) Cc1cccc(NC(=O)NCc2ccc3c(c2)cc(C)n3C)c1
18) COc1ccc2nc(-c3ccc(C)c(NS(=O)(=O)c4cc(C)ccc4OC)c3)cn2n1
19) CCN(CC)C(=O)C(NC(=O)c1cccs1)C1CCN(C(=O)c2ccccc2C)CC1 (configuration not stated)
20) CC(C)(Oc1ccc(Cl)cc1)C(=O)N1CC(=O)N2CCc3c(F)cccc3C2C1 (configuration not stated)
21) COc1ccc2[nH]cc(C3CCN(S(=O)(=O)c4ccc(Br)c(Br)c4)CC3)c2c1
22) Nc1nc(-c2cc(I)c(O)c(I)c2)cs1
23) O=C(Cn1nnnc1CN1CCCCCC1)NC1CCc2ccccc21 (configuration not stated)
24) Cc1nc(-n2ccc3nc4ccn(Cc5ccccc5)c(=O)c4cc3c2=O)n[nH]1

| compound no. | 17 | 18 | 19 | 20 | 21 | 22 | 23 | 24 |
| --- | --- | --- | --- | --- | --- | --- | --- | --- |
| NPYLR7 ag | 9 | -11 | 5 | 0 | 18 | -2 | 3 | -11 |
| hcGAS lum | 0 | -4 | -4 | -8 | -8 | 66* | 4 | 3 |
| mcGAS inh | x | -9 | -4 | -9 | -5 | 102* | x | x |

25) Cc1ccc([N+](=O)[O-])cc1S(=O)(=O)NCc1ccc2c(c1)OCO2
26) O=C(c1cccs1)N(Cc1ccc(C(F)(F)F)cc1)CC1CC(c2ccc(Cl)cc2)=NO1 (configuration not stated)
27) CCNC(=O)CNC(=O)COc1ccc(F)cc1Br
28) Cc1ccccc1-c1nc2oc3ccccc3c(=O)c2c(=O)n1-c1ccccc1
29) CCOC(=O)C1=C(CC)NC2=C(C(=O)CC(C)(C)C2)C1c1ccc(N(C)C)cc1 (configuration not stated)
30) O=C(C1CCCC1)N(CCN1CCCCC1)CC1CCCN(C2CCCC2)C1 (configuration not stated)
31) COc1ccc(CC2=NOC(CNC(=O)CSc3ccccn3)C2)cc1 (configuration not stated)
32) Cc1cc2c(SCC(=O)Nc3cccc(F)c3)ncnc2s1

| compound no. | 25 | 26 | 27 | 28 | 29 | 30 | 31 | 32 |
| --- | --- | --- | --- | --- | --- | --- | --- | --- |
| NPYLR7 ag | 5 | 13 | -5 | 4 | 3 | -6 | 6 | -8 |
| hcGAS lum | -4 | -2 | -6 | -3 | -3 | -2 | -7 | -8 |
| mcGAS inh | x | -4 | x | x | -7 | x | x | x |

33) CC1(C(=O)NCc2cccnc2)CCN1C(=O)CCc1ccc(Cl)cc1Cl (configuration not stated)
34) O=C(NC1CCOCC1)C1CCCN(C2CCN(Cc3ccccc3)CC2)C1 (configuration not stated)
35) Cc1ccsc1-c1cn(C(C(=O)N(C)C)c2ccccc2)nn1 (configuration not stated)
36) CCN1CCC(N(C)C(=O)Nc2ccccc2F)C1 (configuration not stated)
37) COC(=O)C(CCSC)NC(=O)c1ccc(S(=O)(=O)C(F)F)cc1 (configuration not stated)
38) Cc1ccc(CN(Cc2ccc(F)cc2)C(=O)CN(CC2CCCO2)C(=O)Cc2ccccc2)s1 (configuration not stated)
39) CC1=CC(C)C(C(=O)O)C(C(=O)O)C1 (configuration not stated)
40) CCC(NC(=O)c1ccc(S(=O)(=O)N2CCOCC2)cc1)C12CC3CC(CC(C3)C1)C2 (configuration not stated)

| compound no. | 33 | 34 | 35 | 36 | 37 | 38 | 39 | 40 |
| --- | --- | --- | --- | --- | --- | --- | --- | --- |
| NPYLR7 ag | 1 | -2 | 12 | 4 | -4 | -10 | 43* | x |
| hcGAS lum | -4 | -7 | -4 | -8 | 6 | -4 | -1 | -10 |
| mcGAS inh | -6 | x | -18 | x | -2 | -5 | -6 | -4 |

41) COc1ccc(CCN(C)C(=O)c2ccc(Br)c(C)c2)cc1OC
42) COc1ccccc1C(C)N(C)C(=O)/C=C/c1ccccc1F (configuration not stated)
43) CN1CCN(n2c3c(c(SCC(=O)Nc4ccccc4[N+](=O)[O-])nc2=O)CCC3)CC1
44) CCOc1ccccc1OCC(=O)NNC(=O)c1cc(F)c(F)cc1Cl
45) CCN(CC)C(=O)c1sc(NC(=O)CCCOc2ccc(Cl)cc2C)c(C(=O)OC)c1C
46) Cn1c(CCC(=O)N2CCCC(N3CCCC3)C2)nc2cccnc21 (configuration not stated)
47) C=C(C)COc1cccc(C(=O)N(CCO)C2(C)CCS(=O)(=O)C2)c1 (configuration not stated)
48) CCOC(=O)C1(Cc2cccc(OC)c2)CCCN(Cc2ccc(N3CCNC3=O)cc2)C1 (configuration not stated)

| compound no. | 41 | 42 | 43 | 44 | 45 | 46 | 47 | 48 |
| --- | --- | --- | --- | --- | --- | --- | --- | --- |
| NPYLR7 ag | 13 | 5 | 2 | 10 | -5 | 6 | 1 | 9 |
| hcGAS lum | -3 | -2 | -6 | -8 | -10 | -7 | -7 | -2 |
| mcGAS inh | -7 | x | -8 | -8 | -5 | -10 | -9 | -15 |

49) Cc1c(-c2ccc(Cl)cc2)c(=O)oc2ccc(O)cc12
50) Cc1ccc(Nc2cc(C)nc(N3CCN(C(=O)c4ccccc4)CC3)n2)cc1
51) COC(C)(C)c1cc(-c2cccc3ccccc23)nc(N)n1
52) O=C1O[C@@H]2[C@H]3[C@@H]([C@H]1C[C@H]2O)N(Cc1ccco1)C(=S)N3Cc1ccc(F)cc1
53) Cc1ccccc1Cn1cnc2c(nnn2Cc2ccc(Cl)cc2)c1=O
54) Cc1noc(C)c1S(=O)(=O)N1CCCC1c1ccccn1 (configuration not stated)
55) c1ccc2[nH]c(NN=C3CCCC3)nc2c1
56) O=C(Nc1ccc(OC(F)F)cc1)N1CCN(CC(OCc2ccc(C(F)(F)F)cc2)c2ccc(Cl)cc2)CC1 (configuration not stated)

| compound no. | 49 | 50 | 51 | 52 | 53 | 54 | 55 | 56 |
| --- | --- | --- | --- | --- | --- | --- | --- | --- |
| NPYLR7 ag | -7 | 5 | 2 | -6 | 10 | 12 | 16 | x |
| hcGAS lum | 3 | -4 | -3 | -5 | -3 | -5 | -5 | -7 |
| mcGAS inh | x | x | -6 | -6 | x | x | x | -6 |

57) Cc1ccc(-c2[nH]ncc2CN(Cc2c(C)nn(C)c2C)C2CC2)cc1C
58) FC(F)(F)c1cccc(CC2CN(CCCn3cccn3)CCO2)c1 (configuration not stated)
59) O=C(NCCc1ccccc1F)C(=O)c1ccc(C2CCCCC2)cc1
60) Cc1cc(C)c(C)c(C(=O)C2OC(=O)C(C)(C)C(=O)C2(C)C)c1C (configuration not stated)
61) O=C(O)C1Cc2c([nH]c3ccccc23)C(c2ccccc2[N+](=O)[O-])N1 (configuration not stated)
62) O=C(CN(C1CC1)S(=O)(=O)c1ccc(Cl)cc1)N(CCc1c[nH]c2ccccc12)Cc1ccc(Cl)c(Cl)c1
63) CCC(C(=O)NC1CCN(c2ccccc2C(=O)NCCOC)CC1)c1ccccc1 (configuration not stated)
64) CCn1cc(C(=O)N2CCN(C(=O)c3ccc(OC)cc3)CC2)c2nn(-c3ccccc3)c(=O)c-2c1

| compound no. | 57 | 58 | 59 | 60 | 61 | 62 | 63 | 64 |
| --- | --- | --- | --- | --- | --- | --- | --- | --- |
| NPYLR7 ag | 3&2 | 7 | -11 | 1 | -6 | 17 | 18 | -1 |
| hcGAS lum | -9&-6 | -5 | -5 | -11 | 7 | 2 | -5 | -7 |
| mcGAS inh | x | -11 | -5 | -4 | 1 | -3 | -4 | -8 |

Entries of single compounds, quoted from the list. Order of values: NPYLR7 ag	hcGAS lum	mcGAS inh
COC(=O)C(CCSC)NC(=O)c1ccc(S(=O)(=O)C(F)F)cc1 (configuration not stated) is entered as -4	6	-2
FC(F)(F)c1cccc(CC2CN(CCCn3cccn3)CCO2)c1 (configuration not stated) is entered as 7	-5	-11
CC1(C(=O)NCc2cccnc2)CCN1C(=O)CCc1ccc(Cl)cc1Cl (configuration not stated) is entered as 1	-4	-6
Nc1nc(-c2cc(I)c(O)c(I)c2)cs1 is entered as -2	66*	102*
C/C=C(\C)C(=O)NCC1Cc2cccc(-c3ncccn3)c2O1 (configuration not stated) is entered as 28	-7	-11

More results
65) CCN(CC)C(=O)c1coc(CN2C(=O)COc3ccc(C(=O)COc4ccc(C)c(C)c4)cc32)n1
66) CN1CCN(C)C2(CCN(C(=O)c3c[nH]c4cc(Cl)ccc4c3=O)CC2)C1
67) CSc1nc(N2CCCCC2)c2cnn(CCNC(=O)Cc3cccs3)c2n1
68) Cc1ccccc1C1c2ccsc2CCN1C(=O)CCc1ccccc1 (configuration not stated)
69) Cn1c(=O)n(Cc2ccccc2)c(=O)c2c1nc1n2CCN1c1cccc(Cl)c1
70) COc1cc(/C=N\n2cnnc2)c(Br)cc1OCc1ccc(Cl)cc1
71) CCn1c(=O)c(C(=O)NC2CC2)nn(-c2cccc(C)c2)c1=O
72) Cc1ccc(C(CN2CCOCC2)NC(=O)COc2ccc(Cl)cc2Cl)cc1 (configuration not stated)

| compound no. | 65 | 66 | 67 | 68 | 69 | 70 | 71 | 72 |
| --- | --- | --- | --- | --- | --- | --- | --- | --- |
| NPYLR7 ag | 5 | 7 | x | 3 | 5 | -12 | 13 | 4 |
| hcGAS lum | -1 | -5 | -3 | -10 | -2 | -4 | -3 | -2 |
| mcGAS inh | x | -10 | -5 | -10 | x | x | -4 | -5 |

73) O=C(CSc1nnc(CCn2ccc(=O)[nH]c2=O)o1)N1CCc2ccccc2C1
74) CC(Cc1nc2ccccc2c(=O)n1CCc1ccccc1)CC(C)(C)C (configuration not stated)
75) O=C(CNC(=O)Cc1ccccc1)N=Nc1c(O)[nH]c2ccc([N+](=O)[O-])cc12
76) Cc1ccc(OC(C)C(=O)NC(C)c2cccc3ccccc23)cc1 (configuration not stated)
77) O=C1CCc2cc(C(=O)OCc3cccc4cccnc34)ccc2N1
78) O=C1CCC(c2cccs2)=C1CC(=O)N1CC[C@H](O)[C@@H](O)C1
79) Cc1noc(C)c1S(=O)(=O)N1CCC(CC(=O)NCCN2CCCCCC2)CC1
80) Cc1noc(C)c1C(=O)NC1CCSC1 (configuration not stated)

| compound no. | 73 | 74 | 75 | 76 | 77 | 78 | 79 | 80 |
| --- | --- | --- | --- | --- | --- | --- | --- | --- |
| NPYLR7 ag | 2 | 5 | -6 | -3 | 2 | 6 | x | 2 |
| hcGAS lum | -3 | -7 | -1 | -5 | -6 | -9 | -19 | -5 |
| mcGAS inh | -5 | -6 | -7 | -15 | x | -14 | -5 | -17 |
